Assay outcomes (PubChem)
ULK1 primary = inhibitors of human ULK1 kinase. inhibition, % at 5.96 µM. AlphaScreen Atg13 phosphorylation by ULK1, luminescence. 1.9% of 30,000 active; in the data active means inhibition above about 43%;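 further: 0% = median of compound wells and 100% = no enzyme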
ASK1 primary = inhibitors of human ASK1 kinase; Q99683; AlphaScreen MKK6 phosphorylation by ASK1, luminescence; inhibition, % at 7.44 µM; 0.99% of 22,000 active; AID 1159602; in the data active means inhibition above about 35%;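 further: 0% = median of compound wells and 100% = no enzyme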
Target sequence (Q99683 whole entry, looked up): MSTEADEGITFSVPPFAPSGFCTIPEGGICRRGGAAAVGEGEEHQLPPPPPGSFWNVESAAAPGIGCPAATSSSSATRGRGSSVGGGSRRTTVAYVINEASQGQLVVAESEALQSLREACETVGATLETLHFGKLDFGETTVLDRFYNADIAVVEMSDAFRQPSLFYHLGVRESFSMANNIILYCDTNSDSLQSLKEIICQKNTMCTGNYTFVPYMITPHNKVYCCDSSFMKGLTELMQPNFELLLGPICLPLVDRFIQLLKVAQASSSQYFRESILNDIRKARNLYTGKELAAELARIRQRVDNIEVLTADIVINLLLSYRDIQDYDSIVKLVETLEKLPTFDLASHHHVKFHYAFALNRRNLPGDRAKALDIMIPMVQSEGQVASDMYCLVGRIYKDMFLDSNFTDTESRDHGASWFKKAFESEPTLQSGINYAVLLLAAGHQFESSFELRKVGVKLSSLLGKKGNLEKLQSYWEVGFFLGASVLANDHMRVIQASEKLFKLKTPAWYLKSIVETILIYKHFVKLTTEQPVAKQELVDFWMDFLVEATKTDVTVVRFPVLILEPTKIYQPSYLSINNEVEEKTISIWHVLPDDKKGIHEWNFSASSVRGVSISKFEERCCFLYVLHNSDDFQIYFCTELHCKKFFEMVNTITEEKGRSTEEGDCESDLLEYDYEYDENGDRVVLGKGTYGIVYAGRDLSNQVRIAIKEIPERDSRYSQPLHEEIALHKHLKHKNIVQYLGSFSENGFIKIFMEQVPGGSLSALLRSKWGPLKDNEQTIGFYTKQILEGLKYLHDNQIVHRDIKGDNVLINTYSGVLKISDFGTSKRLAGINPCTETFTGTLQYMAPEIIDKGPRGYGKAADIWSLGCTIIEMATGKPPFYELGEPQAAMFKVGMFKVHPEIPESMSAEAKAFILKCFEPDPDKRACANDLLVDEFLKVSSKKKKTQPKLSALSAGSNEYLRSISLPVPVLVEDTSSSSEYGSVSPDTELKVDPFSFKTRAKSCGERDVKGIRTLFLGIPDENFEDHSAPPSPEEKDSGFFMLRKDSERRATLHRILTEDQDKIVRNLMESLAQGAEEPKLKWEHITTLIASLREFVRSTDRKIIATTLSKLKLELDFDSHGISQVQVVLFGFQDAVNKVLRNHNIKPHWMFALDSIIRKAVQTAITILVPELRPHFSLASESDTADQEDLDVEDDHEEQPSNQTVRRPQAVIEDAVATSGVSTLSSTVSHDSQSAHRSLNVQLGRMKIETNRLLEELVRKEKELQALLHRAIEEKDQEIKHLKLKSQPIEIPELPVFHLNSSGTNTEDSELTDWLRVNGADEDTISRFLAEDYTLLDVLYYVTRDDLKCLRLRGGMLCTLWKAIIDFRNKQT
* hit, by the source's call; . = no result given.

ASK1 primary | ULK1 primary | SMILES
-7.4 | -1.2 | COc1cc(NC(=O)c2cccc(-n3cc(NC(=O)Cc4cccnc4)cn3)c2)cc(OC)c1OC
0.4 | 3.4 | Cc1cnc(Nc2ccc(N3CCOCC3)cc2)nc1NCCO
. | -0.5 | CN(CCCN1c2ccccc2CCc2ccccc21)CC(=O)c1ccc(Cl)cc1
-1.2 | 5.9 | CCCNC(=O)c1ccnc(-c2ccc(N3CCOCC3)nc2)c1
-1.5 | -3.9 | CC(=O)Nc1ccc(Nc2ncnc3c2nc(-c2ccc(N4CCOCC4)nc2)n3C(C)C)cc1
7.0 | 2.3 | c1ccc2c(Nc3nc4ncnc(NCc5nc6ccccc6[nH]5)c4[nH]3)nccc2c1
-11.8 | 15.7 | CN(C)C(=O)c1cccnc1Nc1ccc2[nH]ncc2c1
-13.9 | 0.1 | CC(C)N(CCNC(=O)C1CCN(c2ccc(Nc3cnccn3)nn2)CC1)C(C)C
-11.6 | -12.0 | CC(=O)c1cccc(-c2cc(C(=O)NCCN(C(C)C)C(C)C)ccn2)c1
10.7 | -11.9 | COc1ccc(CCNc2nc(Nc3ccc4ncccc4c3)nc3c2ncn3-c2ccsc2)cc1
2.3 | 2.6 | COc1ccc(Nc2nc(NCCCN3CCOCC3)c3[nH]cnc3n2)cn1
-2.5 | -13.8 | CCCNC(=O)c1ccc2nc(Nc3ccc(-n4ccnc4)cc3)sc2c1
16.8 | 11.6 | O=C1CCCN1CCn1cnc2c(Nc3ccc(N4CCOCC4)cc3)nc(NCc3ccc4c(c3)OCO4)nc21
. | -4.7 | CN(c1ccccc1)S(=O)(=O)c1ccccc1C#[N+][O-]
. | 7.6 | Cc1ncc2c(Nc3ccc(S(C)(=O)=O)cc3)nc3ccccc3n12
-2.5 | -3.7 | c1ccc(Oc2ccc(Nc3cc(-c4csc5ccccc45)ncn3)cc2)cc1
14.7 | -12.6 | Oc1ccc(CCNc2nc(Nc3cnccn3)nc3c2ncn3-c2ccccc2)cc1
. | -5.5 | NCc1c(F)cccc1F
. | -10.3 | Cc1ccc(C(C)C)cc2c(C)ccc1-2
. | -0.1 | CCCn1c(-c2nc(OC)cc(OC)n2)n[nH]c1=S
-4.5 | -30.8 | c1cc(-c2ccnc(Nc3ccc(-n4cnc(N5CCNCC5)n4)cc3)n2)cc(N2CCOCC2)c1
. | 28.1 | CN1C(=O)/C(=C2/SC(=S)N(c3cccc(O)c3)C2=O)c2ccccc21
0.3 | 3.9 | O=S(=O)(c1ccc(Nc2nccc(-c3ccccc3)n2)cc1)N1CCCC1
-16.9 | -9.9 | COc1ccc(CCNc2nc(-c3cccc(N)c3)nc3c2ncn3-c2ccccc2)cc1
1.5 | -3.1 | CCNc1ncc(C(=O)NCCCN2CCCC2=O)s1
. | -22.6 | COc1ccccc1OCC(=O)NCCc1csc(-c2ccc(F)cc2)n1
-10.8 | 10.6 | CC(C)N(CCNc1ncnc2c1nc(Nc1ccncn1)n2C(C)C)C(C)C
1.3 | 13.0 | CC(C)n1cnc2c(NC3CC3)nc(-c3ccc(C(=O)N4CCN(C)CC4)cc3)nc21
-20.7 | -8.3 | O=C(NCc1nc2ccccc2[nH]1)c1cccc(Nc2ccc3ncccc3c2)n1
-8.0 | 8.5 | Cc1cnc(Nc2nc3ccccc3n2C)nc1NCCc1ccc(O)cc1
-30.5 | 53.3* | Cc1ncn(-c2ccc(Nc3ncc4cccc(-c5ccccn5)c4n3)cc2)n1
. | -16.7 | Cc1ccc(C(=O)n2nnc3ccccc32)cc1
9.4 | -4.3 | O=C(Nc1ccc2[nH]ncc2c1)c1cccnc1OC1CCCN(Cc2ccccc2)C1 (centres undefined)
-8.1 | -2.9 | COc1ccc(-c2nc(N)c3[nH]cnc3n2)cn1
11.8 | -4.6 | CCN(CC)c1nc(NCc2ccccc2)nc(Nc2cccc(N(C)C)c2)n1
-13.3 | 12.2 | O=C(NCc1ccccc1)c1ccnc(Nc2ccccn2)c1
. | -10.7 | COc1ccc(Nc2cc(-c3ccccn3)nc(C)n2)cc1
. | 9.1 | Cc1ccc(C(=O)c2oc3cc(NC(=O)c4ccncc4)ccc3c2C)cc1
2.9 | -3.3 | COc1ccc(-c2nc3ncnc(Nc4ccccc4)c3[nH]2)cn1
26.0 | 3.6 | Cc1cc(Nc2ccc3c(c2)OCO3)nc(N2CCN(c3ccccn3)CC2)n1
-15.9 | 0.1 | CC(=O)c1cccc(-c2cc(C(N)=O)ccn2)c1
-0.3 | 8.1 | CCCNc1nc(NCCCN2CCCC2=O)ncc1C
. | 3.5 | OC[C@@H](O)[C@@H](O[C@H]1O[C@H](CO)[C@@H](O)[C@H](O)[C@H]1O)[C@H](O)[C@@H](O)CO
. | -19.7 | CC(O)(c1ccc(F)cc1)C(c1ccccc1)N1CCOCC1 (centres undefined)
6.7 | 0.7 | COc1cc2nc(-c3ccc(C(=O)N4CCN(C)CC4)cc3)nc(Nc3ccc(N4CCOCC4)cc3)c2cc1OC
-16.0 | 1.5 | CC(C)n1c(N2CCC(N3CCOCC3)CC2)nc2c(NC3CC3)ncnc21
-2.4 | 18.9 | O=C(NCc1cccnc1)c1ccnc(-c2ccc(C(=O)NC3CC3)cc2)c1
10.2 | 30.7 | NC(=O)c1ccccc1Nc1cc(NC(=O)Cc2ccc(F)cc2)ncc1C(F)(F)F
. | 5.6 | CCc1cc2c(=O)n(CC(=O)O)cnc2s1
-3.9 | -12.7 | CCCNc1ncnc2c1nc(N1CCCC(C(=O)N(CC)CC)C1)n2C(C)C (centres undefined)
. | -13.1 | OCCCNc1cc(-c2ccccc2)nc(-c2ccccn2)n1
6.0 | -3.9 | CC(=O)Nc1ccc(Nc2cc(N3CCN(c4ccccn4)CC3)ncn2)cc1
. | -10.6 | CC1CN(C(=O)c2ccccc2)C(C)CC1O (centres undefined)
-11.2 | 5.1 | CC(=O)Nc1ccc(NC(=O)c2cncc(-c3ccc(C(=O)NC4CC4)cc3)c2)cc1
-5.5 | 1.7 | Cc1cnc(Nc2ccc(N3CCOCC3)cc2)nc1N
0.5 | -3.0 | Nc1nc(NCc2ccccc2)cc(-c2cccs2)n1
. | 1.6 | C=CCN(C(=O)CCC(=O)Nc1cc(C)on1)C1(C(=O)NC2CCCCC2)CCCC1
4.7 | 7.0 | Cc1ncn(-c2ccc(Nc3nccc(-c4cc(C#N)cc(N5CCCC5)c4)n3)cc2)n1
-5.2 | -2.2 | O=C1CCCN1CCn1cnc2c(NCc3ccccc3)nc(N3CCOCC3)nc21
-11.7 | 2.0 | Cc1cnc(Nc2nc3ccccc3n2C)nc1NCCN1CCOCC1

Next section
ASK1 primary | ULK1 primary | SMILES
5.4 | -18.8 | COc1ccc(C2CN(Cc3ccccc3)CC2c2nc3ccc(-c4cn[nH]c4)cc3[nH]2)cc1 (centres undefined)
. | 1.4 | COC(=O)C1=C(C)NC(C)=C(C(=O)OC)C1c1ccccc1[N+](=O)[O-]
-8.6 | 14.8 | Cc1nn(C)c(C)c1-c1nc(Nc2ccc(Oc3ccccc3)cc2)c2ncn(Cc3ccc(C(F)(F)F)cc3)c2n1
-0.6 | -15.9 | Cc1cnc(N2CCN(Cc3ccc4c(c3)OCO4)CC2)nc1NCc1cccc(C(F)(F)F)c1
-5.8 | 7.0 | COc1cc(Nc2ccc(-n3cc(CC(=O)NCc4cccnc4)c4ccccc43)nn2)cc(OC)c1OC
. | 13.7 | CC1=C(CC(=O)O)c2cc(F)ccc2/C1=C\c1ccc(S(C)=O)cc1 (centres undefined)
. | -1.9 | O=C(O)C(=O)Nc1nc(-c2ccc3c(c2)OCCO3)cs1
-10.0 | 18.1 | O=C(NCc1cccnc1)c1cnc(N2CCN(c3ccccn3)CC2)s1
6.7 | 6.6 | CC(=O)Nc1ccc(Nc2cc(Cl)ncn2)cc1
. | -2.4 | Cc1ccc(S(=O)(=O)/N=C2/C(Cl)=C(Cl)C(=O)c3ccccc32)cc1
. | 3.3 | OC1CCN(c2cc(-c3ccccc3)nc(-c3ccncc3)n2)CC1
6.7 | -4.5 | CN(C)c1cccc(Nc2cc(NC3CC3)ncn2)c1
-12.9 | 5.3 | CS(=O)(=O)c1ccc(-c2ccnc(N3CCC(O)CC3)n2)cc1
-8.1 | 0.5 | CC(C)N(CCNc1cc(NCc2ccc3c(c2)OCO3)ncn1)C(C)C
-9.3 | -7.6 | O=C(Nc1ccc(N2CCOCC2)cc1)c1cccc(-n2cc(NC(=O)C(F)c3ccccc3)cn2)c1 (centres undefined)

In the list so far, these have a Cl atom:
ASK1 primary | ULK1 primary | SMILES
. | -0.5 | CN(CCCN1c2ccccc2CCc2ccccc21)CC(=O)c1ccc(Cl)cc1
6.7 | 6.6 | CC(=O)Nc1ccc(Nc2cc(Cl)ncn2)cc1
. | -2.4 | Cc1ccc(S(=O)(=O)/N=C2/C(Cl)=C(Cl)C(=O)c3ccccc32)cc1

(further entries)
ASK1 primary | ULK1 primary | SMILES
-1.4 | -7.6 | Cc1cnc(Nc2nccc3ccccc23)nc1NCCCN1CCCC1=O
-0.7 | -16.2 | c1ccc2c(-c3nc(NC4CC4)c4[nH]cnc4n3)csc2c1
17.7 | -13.8 | O=C(Cc1ccccc1)Nc1cc(-c2ccnc(Nc3ccc(N4CCOCC4)cc3)c2)nn1CCc1ccccc1
. | -6.8 | Cc1cccc(/C=N/NC(=O)c2cnccn2)c1
6.0 | -7.1 | Cc1cccc(CC(=O)Nc2cnn(-c3cccc(C(=O)NC4CCNCC4)c3)c2)c1
. | 4.2 | C[C@]12CCC3=C4CCC(=O)C=C4CC[C@H]3[C@@H]1CC[C@@]2(O)CC#N
-10.1 | 9.2 | Cn1c(Nc2cccc(C(=O)NCc3ccccc3)c2)nc2ccccc21
. | 3.6 | CCC1=NN(C(=O)c2cccc(Br)c2)C(O)(c2cccnc2)C1 (centres undefined)
16.6 | -5.2 | c1ccc(Nc2cc(NC3CC3)ncn2)nc1
-4.2 | -20.8 | Cc1cc(NCCOc2ccccc2)nc(Nc2ccccc2)n1
-4.5 | -2.1 | Nc1cccc(-c2cc(C(=O)NCc3ccccc3)ccn2)c1
. | 8.0 | Cc1ccn2cc(-c3ccc(NC(=O)COc4ccccc4)cc3)nc2n1
. | -5.5 | CCOc1ccc(S(=O)(=O)Nc2ccc(-c3cn4ccc(C)nc4n3)cc2)c(OCC)c1
1.1 | -43.6 | COc1ccc2c(c1)CC(c1nc(Nc3cccc4cnccc34)c3ccccc3n1)CO2 (centres undefined)
. | 2.6 | Cc1c(C(=O)NN2CCCCC2)nn(-c2ccc(Cl)cc2Cl)c1-c1ccc(Cl)cc1
. | 0.2 | CCOC(=O)Nc1nnc(-c2ccc([N+](=O)[O-])cc2)s1
. | -1.9 | O=[N+]([O-])c1cccc(/C=N/Nc2nc(N3CCOCC3)nc(N3CCOCC3)n2)c1O
3.1 | -3.4 | Cc1[nH]ncc1-c1ccc(NC(=O)C2COc3ccccc3O2)c(SCCN(C)C)c1 (centres undefined)
-2.2 | -26.8 | NC(=O)c1ccc(-c2nc(NC3CCN(Cc4ccccc4)CC3)c3[nH]cnc3n2)cc1
5.6 | -8.2 | c1ccc2c(c1)CC(c1nc3ccc(-c4ccncc4)cc3s1)CO2 (centres undefined)
8.9 | 8.8 | CCN(CC)C(=O)C1CCCN(c2nccc(NC3CC3)n2)C1 (centres undefined)
9.8 | 31.2 | CCNc1cc(C(=O)Nc2ccc(N3CCOCC3)cc2)ccn1
-34.0 | 3.0 | CC(C)N(CCNc1ncnc2c1nc(Nc1ccccn1)n2C(C)C)C(C)C
-4.2 | -14.4 | FC(F)(F)c1ccc(Cn2cnc3c(Nc4ccccc4)nc(N4CCOCC4)nc32)cc1
. | -1.2 | CCC(=O)N/N=C/c1ncccc1Oc1nc(OC)cc(OC)n1
. | 3.6 | CCOC(=O)c1c(NC(=O)CSc2nnnn2-c2ccccc2F)sc(C)c1C
-4.0 | -11.3 | O=C(NC1CC1)c1ccc(-c2nccc(Nc3ccc(Oc4ccccc4)cc3)n2)cc1
-27.7 | 65.5* | CS(=O)(=O)Nc1ccc(-c2ccnc(Nc3ccc(-n4ccnn4)cc3)n2)cc1
-11.0 | 5.8 | CCN(CC)C(=O)C1CCCN(c2nc(Nc3ccc(NC(C)=O)cc3)c3ncn(C4CCCCC4)c3n2)C1 (centres undefined)
15.3 | -8.2 | O=C1CCCN1CCCNc1nc(N2CCN(Cc3ccc4c(c3)OCO4)CC2)nc2c1ncn2-c1ccsc1
-10.5 | -5.7 | CCNc1ccc(N2CCC(C(=O)NCCCN3CCCC3=O)CC2)nn1
. | -16.2 | COC(=O)N[C@H](C(=O)N[C@@H](Cc1ccccc1)[C@@H](O)CN(Cc1ccc(-c2ccccn2)cc1)NC(=O)[C@@H](NC(=O)OC)C(C)(C)C)C(C)(C)C

In the list so far, these have an NH in an aromatic ring.
ASK1 primary | ULK1 primary | SMILES
7.0 | 2.3 | c1ccc2c(Nc3nc4ncnc(NCc5nc6ccccc6[nH]5)c4[nH]3)nccc2c1
-11.8 | 15.7 | CN(C)C(=O)c1cccnc1Nc1ccc2[nH]ncc2c1
2.3 | 2.6 | COc1ccc(Nc2nc(NCCCN3CCOCC3)c3[nH]cnc3n2)cn1
. | -0.1 | CCCn1c(-c2nc(OC)cc(OC)n2)n[nH]c1=S
-20.7 | -8.3 | O=C(NCc1nc2ccccc2[nH]1)c1cccc(Nc2ccc3ncccc3c2)n1
9.4 | -4.3 | O=C(Nc1ccc2[nH]ncc2c1)c1cccnc1OC1CCCN(Cc2ccccc2)C1 (centres undefined)
-8.1 | -2.9 | COc1ccc(-c2nc(N)c3[nH]cnc3n2)cn1
2.9 | -3.3 | COc1ccc(-c2nc3ncnc(Nc4ccccc4)c3[nH]2)cn1
5.4 | -18.8 | COc1ccc(C2CN(Cc3ccccc3)CC2c2nc3ccc(-c4cn[nH]c4)cc3[nH]2)cc1 (centres undefined)
-0.7 | -16.2 | c1ccc2c(-c3nc(NC4CC4)c4[nH]cnc4n3)csc2c1
3.1 | -3.4 | Cc1[nH]ncc1-c1ccc(NC(=O)C2COc3ccccc3O2)c(SCCN(C)C)c1 (centres undefined)
-2.2 | -26.8 | NC(=O)c1ccc(-c2nc(NC3CCN(Cc4ccccc4)CC3)c3[nH]cnc3n2)cc1
